CHO-K1 Ca antag: M1 antagonist counterscreen hit in parental CHO-K1 cells. ATP-induced calcium, Fluo-8 fluorescence. inhibition, % at 3 µM. hit rate 0.6% among 360,000;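 active = inhibition above a per-plate cutoff, the plate's mean sample inhibition plus 3 SD, cut at about 24% in these data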;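 note: 0% = DMSO plus EC80 ATP and 100% = DMSO alone without ATP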
M1 PAM: human M1 muscarinic receptor positive allosteric modulators, primary screen, CHO-K1 cells, Fluo-8 calcium fluorescence, 1536-well; hit rate 0.088% among 360,000; AID 588819, 2011; CHO-K1 hM1, ACh EC20; 0% = ACh EC20, 100% = maximal ACh; activation, % at 3 µM; Muscarinic acetylcholine receptor M1 (Homo sapiens), P11229; in the data active = activation above about 19%, passing the limit was not always enough
Target sequence (P11229 whole entry, looked up): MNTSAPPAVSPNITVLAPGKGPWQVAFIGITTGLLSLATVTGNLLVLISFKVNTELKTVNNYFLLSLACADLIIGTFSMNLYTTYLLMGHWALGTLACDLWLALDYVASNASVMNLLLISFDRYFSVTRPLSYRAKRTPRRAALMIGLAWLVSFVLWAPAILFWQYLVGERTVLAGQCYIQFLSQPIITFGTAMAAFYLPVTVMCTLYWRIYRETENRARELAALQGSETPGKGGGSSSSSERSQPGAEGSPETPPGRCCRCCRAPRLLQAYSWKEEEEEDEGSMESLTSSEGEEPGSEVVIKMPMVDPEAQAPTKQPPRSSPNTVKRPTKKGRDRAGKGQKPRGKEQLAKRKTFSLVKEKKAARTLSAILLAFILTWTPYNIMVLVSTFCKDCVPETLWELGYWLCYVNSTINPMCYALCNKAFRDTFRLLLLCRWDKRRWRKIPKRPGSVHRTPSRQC
M1 PAM parental: nonselective calcium activators in parental CHO-K1 cells, primary screen, counter-screen for M1 PAM project, cell-based, Fluo-8 calcium fluorescence, full deck, 1536-well; ATP EC20; 0% at ATP EC20, 100% at ATP max; activation, % at 3 µM; hit rate 0.02% among 360,000;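 active = activation above the run cutoff, the mean activation of all test compounds plus 3 SD, cut at about 40% in these data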;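 note: peak over basal fluorescence ratio in a 140 s read after ATP addition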
TAAR1 antag: human TAAR1 antagonists, primary screen, Fluo-8 calcium fluorescence, CHO RD-HGA16 cells | antagonist | inhibition, % at 3 µM | hit rate 1.5% among 360,000 | AID 624466, 2012;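 active = inhibition above a per-plate cutoff, the mean inhibition of test compounds on that plate plus 3 SD, cut at about 49% in these data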;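 note: 0% = DMSO plus EC80 beta-PEA response and 100% = DMSO alone without agonist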
Target sequence (Q96RJ0 whole entry, looked up): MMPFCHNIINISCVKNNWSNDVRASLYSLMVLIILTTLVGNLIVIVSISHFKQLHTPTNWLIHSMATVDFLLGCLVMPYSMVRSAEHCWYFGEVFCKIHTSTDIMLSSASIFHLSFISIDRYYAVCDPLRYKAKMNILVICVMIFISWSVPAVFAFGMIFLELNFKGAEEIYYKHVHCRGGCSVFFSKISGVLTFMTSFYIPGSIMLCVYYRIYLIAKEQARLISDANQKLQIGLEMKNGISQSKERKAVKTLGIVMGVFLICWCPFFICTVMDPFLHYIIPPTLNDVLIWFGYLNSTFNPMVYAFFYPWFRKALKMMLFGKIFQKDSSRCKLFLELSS
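Test system: hTAAR1-expressing CHO RD-HGA16 cells, Gα16-coupled; Probe or stimulus: EC80 β-phenethylamine stimulus; Compound dosing: single nominal final test compound concentration of 3 µM; Timing: 140 s kinetic read after compound, 140 s after agonist; Signal: Fluo-8 calcium-sensitive fluorescence; Measure: % inhibition of agonist calcium response; Controls: DMSO and EC80 PEA controls.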
TAAR1 agonist: human TAAR1 agonists, primary screen, Fluo-8 calcium fluorescence, CHO RD-HGA16 cells; Trace amine-associated receptor 1 (Homo sapiens), Q96RJ0; vehicle wells 0%, saturating PEA agonist 100%; activation, % at 3 µM; hit rate 0.99% among 360,000;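 active = activation above the mean activation of all test compounds in the run plus 3 SD, cut at about 38% in these data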
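System: CHO-derived RD-HGA16 cells with stable Gα16 and human TAAR1 / Times: 17-24 h plating, Fluo-8 75 min 37 °C, 30 min RT / Technique: calcium-sensitive Fluo-8 signal, excitation 470-495, emission 515-575 nm / Measure: % activation relative to PEA EC100 response / Benchmarks: DMSO and PEA EC100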
M1 antag: human M1 muscarinic receptor antagonists, primary screen, CHO-K1 cells, Fluo-8 calcium fluorescence, 1536-well. Muscarinic acetylcholine receptor M1 (Homo sapiens), P11229. CHO-K1 hM1, ACh EC80 antagonist. inhibition, % at 3 µM. hit rate 1.3% among 360,000. AID 588852, 2011;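 active = percent inhibition above its own plate's cutoff, namely the mean of that plate's compound wells plus 3 SD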;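 note: peak over basal fluorescence ratio during 140 s after agonist addition; 0% = ACh EC80 plus DMSO and 100% = DMSO alone without agonist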
M1 ag: human M1 muscarinic receptor agonists, primary screen, Fluo-8 calcium fluorescence, CHO-K1 cells, HTS; Muscarinic acetylcholine receptor M1 (Homo sapiens), P11229; CHO-K1 hM1, agonist mode; 0% DMSO, 100% acetylcholine EC100; activation, % at 3 µM; hit rate 0.33% among 360,000; AID 588814, 2011;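 active = activation above the run's mean compound activation plus 3 SD, cut at about 16% in these data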;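 note: peak over basal fluorescence ratio within a 140 s kinetic read after compound addition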
CHO parental Ca: ATP-evoked calcium signal inhibitors, parental CHO, primary screen, counter-screen for OX1R antagonist project, cell-based, fluorescence, Fluo-8 calcium dye | parental CHO-K1, ATP-induced calcium, Fluo-8 fluorescence | inhibition, % at 5.6 µM | hit rate 0.63% among 330,000 | AID 463079, 2010;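 active = inhibition above that plate's mean sample inhibition plus 3 SD, cut at about 26% in these data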;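 note: 0% = ATP-challenged DMSO wells and 100% = DMSO wells without ATP; some compounds past the cut are filed as inactive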
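Assay system: untransfected parental CHO cell line. Also added: ATP agonist challenge. Dosing: one dose, 5.6 µM nominal. Measured by: Fluo-8 fluorescence. Read-out: % inhibition. Benchmarks: ATP wells versus no-ATP DMSO wells. Repeats: no replicates.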
CHO-K1 Ca ag: counter-screen for M1 agonists: effect in parental CHO-K1 cells. AID 602248, 2012. Fluo-8 calcium fluorescence; scaled to maximal ATP response, vehicle zero. hit rate 0.48% among 360,000. activation, % at 3 µM; in the data active = activation above about 15%;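 note: untransfected CHO-K1 host cells lacking M1 receptor as counterscreen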
Numbers without * were called inactive.

Results for CSc1ccc(/C=N/NC(=O)c2cccc(O)c2)cc1 ?
CHO-K1 Ca antag: -8; M1 PAM: -5; M1 PAM parental: 15; TAAR1 antag: 4; TAAR1 agonist: 7; M1 antag: 7; M1 ag: 0; CHO parental Ca: -9; CHO-K1 Ca ag: 2.7

What do the screens show for `CC(=O)C(N=Nc1ccccc1)(Sc1nnc(-c2ccccc2)n1-c1ccccc1)C(=O)Nc1ccccc1` (stereo unspecified)?
CHO-K1 Ca antag: -8; M1 PAM: 6; M1 PAM parental: 16; TAAR1 antag: 4; TAAR1 agonist: 4; M1 antag: -14; M1 ag: -2; CHO parental Ca: 4; CHO-K1 Ca ag: 0.8

How did COCc1cc(C2C(C(=O)c3ccco3)=C(O)C(=O)N2CCOCCO)ccc1O (stereo unspecified) do in these assays?
CHO-K1 Ca antag: 8; M1 PAM: 7; M1 PAM parental: -9; TAAR1 antag: 0; TAAR1 agonist: 1; M1 antag: -8; M1 ag: 1; CHO parental Ca: 7; CHO-K1 Ca ag: -0.1

Results for O=C(C[C@@H]1C/C=C\CCCC(=O)OC[C@@H]2CCCN2C1=O)N[C@@H](CO)Cc1ccccc1 ?
CHO-K1 Ca antag: -8; M1 PAM: 5; M1 PAM parental: 19; TAAR1 antag: 1; TAAR1 agonist: 1; M1 antag: -2; M1 ag: -4; CHO parental Ca: -3; CHO-K1 Ca ag: 0.6

What do the screens show for `C=CCN(CC=C)Cc1cc(=O)oc2cc(C)c(C)cc12`?
CHO-K1 Ca antag: -9; M1 PAM: -3; M1 PAM parental: 17; TAAR1 antag: 19; TAAR1 agonist: 11; M1 antag: -16; M1 ag: -5; CHO-K1 Ca ag: 1.0

What do the screens show for `COc1ccc(CC(=O)Nc2oc(-c3ccccc3)c(-c3ccccc3)c2C#N)cc1OC`?
CHO-K1 Ca antag: -9; M1 PAM: -1; M1 PAM parental: 11; TAAR1 antag: 3; TAAR1 agonist: 6; M1 antag: -5; M1 ag: -2; CHO parental Ca: -13; CHO-K1 Ca ag: 0.6

What do the screens show for `Nn1c(Cc2ccccc2)n[nH]c1=S`?
CHO-K1 Ca antag: -16; M1 PAM: 8; M1 PAM parental: 6; TAAR1 antag: 8; TAAR1 agonist: 0; M1 antag: -9; M1 ag: -6; CHO parental Ca: 4; CHO-K1 Ca ag: 0.6

How did O=C(NCCc1ccccc1)C1CCN(S(=O)(=O)N2CCOCC2)CC1 do in these assays?
CHO-K1 Ca antag: 3; M1 PAM: 7; M1 PAM parental: 10; TAAR1 antag: 8; TAAR1 agonist: 1; M1 antag: -5; M1 ag: -5; CHO parental Ca: -5; CHO-K1 Ca ag: 0.3

How did Cc1cccc(Nc2sc(C(=O)c3cc4cc(Cl)ccc4o3)c(N)c2C#N)c1 do in these assays?
CHO-K1 Ca antag: -10; M1 PAM: 11; M1 PAM parental: -1; TAAR1 antag: 3; TAAR1 agonist: -2; M1 antag: -19; M1 ag: -3; CHO parental Ca: -5; CHO-K1 Ca ag: 0.4

What do the screens show for `O=C(COc1ccc(Cl)cc1Cl)Nc1ccc(Cl)cn1`?
CHO-K1 Ca antag: -33; M1 PAM: -3; M1 PAM parental: 19; TAAR1 antag: 2; TAAR1 agonist: 3; M1 antag: -1; M1 ag: -8; CHO parental Ca: -32; CHO-K1 Ca ag: 0.6

What do the screens show for `CC(=O)Nc1ccc(NC(=O)CN(c2cccc(C)c2)S(C)(=O)=O)cc1`?
CHO-K1 Ca antag: -12; M1 PAM: 0; M1 PAM parental: 4; TAAR1 antag: 8; TAAR1 agonist: 3; M1 antag: 0; M1 ag: -1; CHO parental Ca: 2; CHO-K1 Ca ag: -0.1

What do the screens show for `O=C(C=Cc1ccc2c(c1)OCO2)OCC=Cc1ccc2c(c1)OCO2`?
CHO-K1 Ca antag: 12; M1 PAM: 2; M1 PAM parental: 7; TAAR1 antag: 7; TAAR1 agonist: 5; M1 antag: -7; M1 ag: -1; CHO-K1 Ca ag: 0.0

Results for CCOc1ccccc1CNC(=O)Cn1c(=O)oc2ccccc21 ?
CHO-K1 Ca antag: 13; M1 PAM: 6; M1 PAM parental: -6; TAAR1 antag: -14; TAAR1 agonist: 1; M1 antag: -11; M1 ag: -7; CHO parental Ca: -7; CHO-K1 Ca ag: -0.1

What do the screens show for `N#Cc1ccc(CSc2nnc(NC(=O)CCc3nc4ccccc4c(=O)[nH]3)s2)cc1`?
CHO-K1 Ca antag: -3; M1 PAM: -1; M1 PAM parental: -6; TAAR1 antag: -5; TAAR1 agonist: 0; M1 antag: -4; M1 ag: -3; CHO parental Ca: -19; CHO-K1 Ca ag: 0.3

How did C=CCNCCOCCOc1ccc(C)cc1[N+](=O)[O-] do in these assays?
CHO-K1 Ca antag: -9; M1 PAM: -3; M1 PAM parental: 14; TAAR1 antag: 9; TAAR1 agonist: 12; M1 antag: 5; M1 ag: -7; CHO parental Ca: -8; CHO-K1 Ca ag: 0.4

Results for CC(C)Oc1ccc(Cn2c(=O)oc3ccccc32)cc1 ?
CHO-K1 Ca antag: 13; M1 PAM: 3; M1 PAM parental: 7; TAAR1 antag: 7; TAAR1 agonist: 3; M1 antag: 1; M1 ag: -6; CHO parental Ca: -4; CHO-K1 Ca ag: -1.2

What do the screens show for `CCCOc1ccc(NC(=O)CC2C(=O)N(CC)C(=S)N2CCCN2CCN(Cc3ccccc3)CC2)cc1` (stereo unspecified)?
CHO-K1 Ca antag: 2; M1 PAM: 4; M1 PAM parental: -4; TAAR1 antag: 18; TAAR1 agonist: 21; M1 antag: 9; M1 ag: -2; CHO parental Ca: 11; CHO-K1 Ca ag: 0.4

What do the screens show for `CN(C)c1ccc(N2C(=O)CSC2=S)cc1`?
CHO-K1 Ca antag: -7; M1 PAM: -9; M1 PAM parental: 12; TAAR1 antag: 8; TAAR1 agonist: 5; M1 antag: 12; M1 ag: -3; CHO parental Ca: 3; CHO-K1 Ca ag: 0.9

How did Cc1cccc2cc(C#N)c(SCC(=O)NCC3CCCO3)nc12 (stereo unspecified) do in these assays?
CHO-K1 Ca antag: -13; M1 PAM: -4; M1 PAM parental: -4; TAAR1 antag: 0; TAAR1 agonist: 4; M1 antag: 6; M1 ag: -3; CHO parental Ca: -5; CHO-K1 Ca ag: 0.3

What do the screens show for `CCOc1ccc(CCNC(=O)CCC(=O)c2cccs2)cc1OCC`?
CHO-K1 Ca antag: -16; M1 PAM: 13; M1 PAM parental: 2; TAAR1 antag: -7; TAAR1 agonist: 1; M1 antag: -10; M1 ag: -5; CHO parental Ca: -18; CHO-K1 Ca ag: -0.2

How did COc1ccc(NC(=O)CC2C(=O)N(c3cccc(OC)c3)C(=O)N2C2CCCCC2)cc1 (stereo unspecified) do in these assays?
CHO-K1 Ca antag: -15; M1 PAM: 8; M1 PAM parental: 23; TAAR1 antag: 1; TAAR1 agonist: 14; M1 antag: -3; M1 ag: -5; CHO parental Ca: -19; CHO-K1 Ca ag: 0.5

How did O=C(CCc1nnc(C2CCCCC2)o1)N1CCC(Oc2cccnc2)CC1 do in these assays?
CHO-K1 Ca antag: -1; M1 PAM: 5; M1 PAM parental: -8; TAAR1 antag: -1; TAAR1 agonist: -1; M1 antag: -10; M1 ag: -8; CHO parental Ca: -6; CHO-K1 Ca ag: 0.1

Results for Cc1occc1-c1nnc(SCC(=O)c2ccc(F)cc2)n1Cc1ccco1 ?
CHO-K1 Ca antag: -12; M1 PAM: 10; M1 PAM parental: 19; TAAR1 antag: 3; TAAR1 agonist: -1; M1 antag: -10; M1 ag: -6; CHO parental Ca: -21; CHO-K1 Ca ag: 0.6

What do the screens show for `COc1ccc2[nH]c3c(c2c1)CCN1C(=O)C(CC(=O)NCc2ccco2)C[C@H](C(=O)N2CCCCC2)[C@@]31CCc1ccccc1` (stereo partly specified)?
CHO-K1 Ca antag: -3; M1 PAM: -1; M1 PAM parental: 10; TAAR1 antag: -32; TAAR1 agonist: -1; M1 antag: -1; M1 ag: -5; CHO parental Ca: -13; CHO-K1 Ca ag: 0.3

What do the screens show for `CCOC(=O)C1CCCN(Cc2c(C(=O)N3CCOCC3)nc3ccccn23)C1` (stereo unspecified)?
CHO-K1 Ca antag: -12; M1 PAM: -10; M1 PAM parental: -7; TAAR1 antag: -27; TAAR1 agonist: 10; M1 antag: 14; M1 ag: 23*; CHO parental Ca: 5; CHO-K1 Ca ag: 0.4

What do the screens show for `COc1ccc(OC)c(N(CC(=O)N2CCC(C)CC2)S(=O)(=O)c2ccc(OC)c(OC)c2)c1`?
CHO-K1 Ca antag: 7; M1 PAM: 9; M1 PAM parental: -5; TAAR1 antag: 4; TAAR1 agonist: 11; M1 antag: -10; M1 ag: -3; CHO parental Ca: -16; CHO-K1 Ca ag: 1.0

How did COc1cc2c(cc1OC)-c1nnc(-c3ccco3)n1C1(CCCC1)C2 do in these assays?
CHO-K1 Ca antag: -12; M1 PAM: 1; M1 PAM parental: 19; TAAR1 antag: 5; TAAR1 agonist: 2; M1 antag: -2; M1 ag: -4; CHO parental Ca: -18; CHO-K1 Ca ag: 2.3

Three records picked at random from those above:
What do the screens show for `CCOc1ccc(CCNC(=O)CCC(=O)c2cccs2)cc1OCC`?
CHO-K1 Ca antag: -16; M1 PAM: 13; M1 PAM parental: 2; TAAR1 antag: -7; TAAR1 agonist: 1; M1 antag: -10; M1 ag: -5; CHO parental Ca: -18; CHO-K1 Ca ag: -0.2

Results for CC(C)Oc1ccc(Cn2c(=O)oc3ccccc32)cc1 ?
CHO-K1 Ca antag: 13; M1 PAM: 3; M1 PAM parental: 7; TAAR1 antag: 7; TAAR1 agonist: 3; M1 antag: 1; M1 ag: -6; CHO parental Ca: -4; CHO-K1 Ca ag: -1.2

Results for CCOc1ccccc1CNC(=O)Cn1c(=O)oc2ccccc21 ?
CHO-K1 Ca antag: 13; M1 PAM: 6; M1 PAM parental: -6; TAAR1 antag: -14; TAAR1 agonist: 1; M1 antag: -11; M1 ag: -7; CHO parental Ca: -7; CHO-K1 Ca ag: -0.1
